High-throughput results from PubChem.
Lipid storage S3 – qHTS Assay for Lipid Storage Modulators in Drosophila S3 Cells | Drosophila S3 cells, BODIPY lipid droplet fluorescence, 18-24 h; cells fed with added oleic acid | Potency in µM for hits, for the others lipid storage change, negative = inhibition, % at the top dose, mostly 46.1 µM | 320,000 tested, 0.64% active | AID 2685, 2010; active means well fitted inhibition curve with a large enough effect in the signal ratio, with a control signal flat, not every such curve was filed as active; inconclusive means small, poorly fitted or top-dose-only effect, or effect the other way, or a change in a side signal; the % refers to the signal ratio
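Laser-scanning cytometry quantifies lipid droplet accumulation (500–530 nm total intensity; droplet/cell object ratio) in oleic acid-fed (400 uM added) Drosophila S3 cells treated with a concentration series. 20 uM Triacsin C defined 100% inhibition.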
Lipid storage S3 cell count max – further read-out of Lipid storage S3, marked with its call; cell number change, %; measured here: cell count max response;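 cells counted by Cell Tracker Red CMTPX staining in the red channel; peak over a dose series mostly up to 46.1 µM; percent activity relative to internal control wells on each plate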
Starred values were filed as active, the others as inactive; i = inactive; ? = inconclusive; / = not tested or not shown; [ ] = remark or other dose. On the % scale 0 is the no-effect control and ±100 the full control effect; potency means the concentration at half of the fitted maximal effect.

SMILES	Lipid storage S3	Lipid storage S3 cell count max
NS(=O)(=O)c1ccc(CNC(=O)c2ccc(S(=O)(=O)NCc3ccco3)cc2)cc1	?	/
COc1ccc(NS(=O)(=O)c2cccc(C(=O)O)c2)cc1	?	/
CC1=NNC(=O)C1CC(=O)N/N=C/C=C/c1ccccc1 (stereo not drawn)	0.2%	2.9
C(=N\c1nc2ccccc2n1CCN1CCCCC1)/c1cccs1	?	/
CCOC(=O)c1[nH]c(C)c(C(=O)N2CCc3ccccc32)c1C	-3.2%	-13.8
CN(C)c1ccc(C=Nc2cnn(C)c2C(N)=O)cc1	?	/
Cc1ccc(C)c(N2CCN(C(=O)c3cc4ccccn4n3)CC2)c1	26.8%	-0.6
Cn1c(SCC(=O)NCCc2ccc(S(N)(=O)=O)cc2)nc2ccccc2c1=O	18.0%	3.3
CCOC(=O)c1ccc(Nc2nc(C(=O)OCC)nc3ccccc23)cc1	?	/
CCOC(=O)CNC(=O)N1CCCC(C(=O)c2ccccc2SC)C1 (stereo not drawn)	-1.8%	16.4
CCn1c(C(O)c2cc(OC)c(OC)c(OC)c2)nc2ccccc21 (stereo not drawn)	?	/
Cc1cc(C)n2ncc(C(=O)Nc3cccc(O)c3)c2n1	?	/
O=C(Cc1ccccc1)NC(=S)Nc1ccc2oc(-c3ccccc3)nc2c1	8.4%	-6.7
CCO[C@H]1OC(C(=O)NCc2ccccc2)=C[C@@H](c2coc3ccccc3c2=O)[C@@H]1CCCO	12.9%	-12.4
CN1CCN(CCCNC(=O)Nc2cccc3ccccc23)CC1	7.7%	3.4

2 compounds picked at random from the list so far:
SMILES	Lipid storage S3	Lipid storage S3 cell count max
NS(=O)(=O)c1ccc(CNC(=O)c2ccc(S(=O)(=O)NCc3ccco3)cc2)cc1	?	/
Cn1c(SCC(=O)NCCc2ccc(S(N)(=O)=O)cc2)nc2ccccc2c1=O	18.0%	3.3

(next part)
SMILES	Lipid storage S3	Lipid storage S3 cell count max
Cc1ccc(S(=O)(=O)N2CCCCC2)cc1C(=O)OC1CCCCC1=O (stereo not drawn)	i	/
O=C(NCC1(c2ccccc2)CCCC1)c1ccco1	?	/
CC(=O)Nc1ccc(Oc2ccc(NC(C)=O)c(NC(C)=O)c2)cc1	?	/
COC(=O)c1ccccc1-n1cccc1C(=O)NP(=O)(N1CCOCC1)N1CCOCC1	?	/
O=C(CSc1cccs1)Nc1cccc2ccccc12	9.6%	-0.4
Clc1ccccc1-c1nnc(-c2cccnc2)o1	?	/
COc1ccc(C(=O)Nc2cccc(C(=O)N/N=C/c3ccc(OC)cc3OC)c2)cc1	i	-11.5
CCCCc1ccc(N2C(=O)[C@@H]3C(CC(N)=O)NC4(C(=O)Nc5ccc(F)cc54)[C@@H]3C2=O)cc1 (stereo partly drawn)	?	/
COc1cccc(CCN2C(=O)C(=O)N([C@@H](CNCc3ccccc3)Cc3ccccc3F)C[C@@H]2C(C)(C)C)c1	?	/
O=c1[nH]c(NC2CCCCC2)nnc1Cc1ccccc1	?	/
Cc1cc2c(c(=O)o1)C(c1cccs1)C(C#N)=C(N)O2 (stereo not drawn)	?	/
COc1ccc(N2C(=O)CC(Nc3ccc(N4CCOCC4)cc3)C2=O)c(OC)c1 (stereo not drawn)	?	/
O=C(Cc1ccc2c(c1)OCCO2)Nc1ccc(Cl)c(S(=O)(=O)N2CCOCC2)c1	?	/
CC(C)CNC(=O)COC(=O)c1ccc(Cl)c(S(N)(=O)=O)c1	?	/
CCC(C)(C)NC(=O)C1CCC(CNS(=O)(=O)c2cccc3nsnc23)CC1 (stereo not drawn)	?	/
O=C(CCCSc1nc2sc3c(c2c(=O)[nH]1)CCC3)NCCO	?	/
COc1ccc(C(CNC(=O)CSc2ccccc2F)N2CCOCC2)cc1 (stereo not drawn)	?	/
CCc1ccc(OCC(=O)N(CC)CC)cc1	3.7%	/
COc1ccccc1-n1c(CNC(=O)c2ccc(S(=O)(=O)N3CCOCC3)cc2)n[nH]c1=S	?	/
COc1ccc(NC(=O)Cn2c(C(C)C)nc(C)cc2=O)cc1Cl	?	/
Cc1ccccc1NC(=O)C(C)OC(=O)CCC(=O)N(CC(C)C)c1c(N)n(CC(C)C)c(=O)[nH]c1=O (stereo not drawn)	18.3%	13.3
Cc1cc(NC(=O)CSc2nnc(-c3ccncc3)n2Cc2ccccc2)n(-c2ccccc2)n1	?	/
COc1ccc(C)cc1NC(=O)C1CCCN(S(=O)(=O)c2cccs2)C1 (stereo not drawn)	?	/
CC1(C)CC(=O)C2=C(C1)N(CCN1CCOCC1)C1=C(C(=O)CC(C)(C)C1)C2c1cccc(F)c1	i	/
Cc1ccc(S(=O)(=O)N(C)C)cc1NC(=O)CCCNC(=O)c1ccc(Cl)cc1	5.1%	23.1
CCOCCCNC(=O)c1ccc(C2SCC(=O)N2Cc2ccccc2)cc1 (stereo not drawn)	?	/
CCc1nnc(NC(=O)CN2CCN(Cc3ccc(F)cc3)CC2)s1	?	/
COc1ccc2cc3c(N)nn(C(=O)c4cccc([N+](=O)[O-])c4)c3nc2c1	7.7%	10.1
FC(F)Oc1ccc(NC(=S)NCc2ccco2)cc1Cl	?	/
CCOC(=O)C1=C(C)NC(C)=C(C(=O)OCC)C1C(=O)OCC(=O)N(C)C1CCS(=O)(=O)C1 (stereo not drawn)	?	/
Cc1cccc(C(=O)NNC(=O)c2ccccc2[N+](=O)[O-])c1	20.0%	10.8
C/C(=N\OCC(=O)Nc1ccc2c(c1)OCCO2)c1ccc2c(c1)OCCO2	1.2%	-8.8
CCCn1c2ccccc2c2cnn(CC(=O)NC3CCCCC3C)c(=O)c21 (stereo not drawn)	-1.8%	/
CN(C(=O)CN1C(=O)S/C(=C\c2cccc(Cl)c2)C1=O)C1CCS(=O)(=O)C1 (stereo not drawn)	i	/
CCCS(=O)(=O)N1CCN(S(=O)(=O)c2ccccc2)CC1	?	/
O=C(N/N=C\c1ccc(O)c([N+](=O)[O-])c1)c1ccccc1-n1cccc1	?	/
CCOc1ccccc1OCCCC(=O)N(CC)CC(=O)Nc1ccc(NC(C)=O)cc1	?	/
COc1ccccc1Nc1nc(N)nc(CN2CCc3ccccc3C2)n1	10.2%	7.7
Cc1cc[n+](CCc2ccccc2)cc1C	-16.1%	-9.6
CCOC(=O)c1ccc(NC(=O)c2nc[nH]c2C(=O)N[C@@H](CC(C)C)C(=O)OCc2ccccc2)cc1	?	/
COC(=O)c1oc2ccccc2c1N	?	/
CCCCOc1ccccc1N	?	/
CCOC(=O)c1sc(N(Cc2ccccc2)C(=O)CSc2nnc(C3CC3)n2N)nc1C	?	/
C=CCn1c(=O)/c(=C/c2ccc(O)cc2)s/c1=C(/C#N)c1nnc2n1CCCCC2	i	/
Cc1cc(NC(=O)CSCC(=O)Nc2ccccc2Oc2ccccc2)no1	?	/

Rewritten as a markdown table: part of the list above.
| Compound | Lipid storage S3 | Lipid storage S3 cell count max |
| --- | --- | --- |
| CCOC(=O)c1ccc(NC(=O)c2nc[nH]c2C(=O)N[C@@H](CC(C)C)C(=O)OCc2ccccc2)cc1 | ? | / |
| COC(=O)c1oc2ccccc2c1N | ? | / |
| CCCCOc1ccccc1N | ? | / |
| CCOC(=O)c1sc(N(Cc2ccccc2)C(=O)CSc2nnc(C3CC3)n2N)nc1C | ? | / |
| C=CCn1c(=O)/c(=C/c2ccc(O)cc2)s/c1=C(/C#N)c1nnc2n1CCCCC2 | i | / |
| Cc1cc(NC(=O)CSCC(=O)Nc2ccccc2Oc2ccccc2)no1 | ? | / |

Later entries:
SMILES	Lipid storage S3	Lipid storage S3 cell count max
Cc1cc(C)nc(N/N=C/c2cc3c(cc2[N+](=O)[O-])OCO3)n1	?	/
S=c1[nH]nc(C2CCCCC2)n1/N=C/c1ccc(Br)cc1	?	/
COc1ccc(C(=O)OC2CCN(c3ncc(C(F)(F)F)cc3Cl)CC2)cc1	?	/
CC1Cc2ccccc2N1C(=O)CSc1nc(-c2ccco2)cc(C(F)(F)F)n1 (stereo not drawn)	17.6%	1.7
CCOC(=O)CNC(=O)c1cc2c(=O)[nH]c3ccc(C)cc3c2s1	?	/
CC(=O)Nc1ccc(NC(=O)Cn2c(=O)n(-c3ccc(F)cc3)c(=O)c3oc4ccccc4c32)cc1	?	/
CCOC(=O)c1sc2nc(N3CCOCC3)c3c(c2c1N)CCCC3	?	/
Cc1ccc(C(=O)OCC(=O)NNC(=O)c2ccc([N+](=O)[O-])cc2)o1	?	/
CC(NC(=O)COc1ccccc1)C(=O)NC1=NCCS1 (stereo not drawn)	i	/
CC1CC(=O)N(C)c2cc([N+](=O)[O-])ccc2N1 (stereo not drawn)	?	/
COc1cccc(-c2nnn(CC(=O)N3CCC(C)CC3)n2)c1	?	/
Cc1ccc(-c2csc(NC(=O)C3CC=CCC3C(=O)O)c2C(=O)OC(C)C)cc1 (stereo not drawn)	?	/
CCOc1ccccc1OCCCC(=O)Nc1ccc(Cl)c(S(=O)(=O)N2CCOCC2)c1	1.4%	-15.6
CSc1ccc(CNc2ccc(Cl)cc2)cc1	?	/
Cc1ccnc2c1ccc1ccccc12	?	/
CCC(C)(C)NC(=O)C(c1ccccc1Cl)N(C(=O)CCC(=O)Nc1cc(C)on1)c1ccc(NC(C)=O)cc1 (stereo not drawn)	?	/
Cc1oc2c(c1C(=O)Nc1ccc(C(=O)O)cc1)CCCC2	-25.1%	-23.7
CCc1nnc(NC(=O)C2c3ccccc3Oc3ccccc32)s1	?	/
Cn1cccc1/C=N/n1c(-c2ccccc2)n[nH]c1=S	-7.6%	-11.7
CCN(CC)S(=O)(=O)c1ccc2nc(SC)sc2c1	?	/
Cc1nn(C)c(C)c1CN(C)C(=O)c1nn2c(c1Br)NC(c1cccs1)CC2C(F)(F)F (stereo not drawn)	?	/
COc1ccc(-c2cc(C(=O)Nc3cnn(Cc4ccccc4C)c3)no2)cc1OC	?	/
Cc1cccc(N=Cc2cc3c(cc2[N+](=O)[O-])OCO3)c1	12.8%	-17.9
CCCCN1CN(S(=O)(=O)c2cccs2)c2nc3ccccc3nc21	i	/
CN1CCN(Cc2cccc(Oc3ccc(Cl)cc3)c2)CC1	?	/
COc1ccc(CNC(=O)COc2ccccc2C(=O)c2cnn(-c3ccccc3)c2)cc1OC	?	/
Cc1ccc(C(NC(=O)c2ccccc2)C(Cl)(Cl)Cl)cc1 (stereo not drawn)	4.9%	-2.6
CCN1C(=O)/C(=C/c2ccc(C)s2)SC1=Nc1ccc(OC)cc1	?	/
CCCCC(=Nc1ccc(N)cc1)C1=C(O)C(C(=O)OC)C(C)(C)CC1=O (stereo not drawn)	?	/
Cc1[nH]n(-c2cccc(Cl)c2)c(=O)c1-c1ccc(Cl)cc1	?	/
COc1ccc(N2C(=O)CC(SCCc3nc4ccccc4[nH]3)C2=O)cc1 (stereo not drawn)	-4.9%	2.3
CCOC(=O)C1CCCN(S(=O)(=O)Cc2ccc(Cl)cc2)C1 (stereo not drawn)	?	/
CCCCOc1ccc(C(=O)N(CC)CC(=O)NCc2cccs2)cc1	?	/
NC(=O)CC1C(=O)N(c2ccc(F)cc2)C(=O)N1NC(=O)CCc1ccccc1 (stereo not drawn)	?	/
Cc1ccc(S(=O)(=O)N(C)C)cc1NC(=O)C1CCCC1	-0.2%	0.9
N#C/C(=C1/CCCCCN1)c1nc2ccccc2s1	?	/
O=C(NNC(=O)[C@@H]1CCCC[C@@H]1C(=O)O)c1cccs1	-3.7%	-6.6
NC(=O)c1ccsc1NC(=O)COC(=O)c1c(F)cccc1Cl	?	/
O=Cc1ccc(OCC(=O)N2CCc3ccccc32)c(Br)c1	?	/
CCc1ccccc1N(CC(=O)NCc1ccco1)C(=O)CCC(=O)Nc1nccs1	i	6.1
O=C(/C=C/c1ccccc1)N1CCN(C(=O)c2ccco2)CC1	4.1%	-2.9
COc1cc(CN2CCCC(N3CCN(c4ccccc4C)CC3)C2)cc(Cl)c1O (stereo not drawn)	?	/
O=C(Nc1nccs1)C1CC(=O)N(c2ccccc2)C1 (stereo not drawn)	?	/
CCC(C)NC(=O)c1ccc(NC(=O)CC2SC(N3CCCCC3)=NC2=O)cc1 (stereo not drawn)	13.5%	-1.2
CCCCCC(=O)Nc1cc(N(C)C)nc2ccccc12	i	6.1
Cn1c2ccccc2c2cc(/C=N/NC(=O)c3cc(O)ccc3O)ccc21	?	/
CC(C)OCCCNC(=O)CN1C(=O)CC(C)(C)S(=O)(=O)c2ccccc21	-3.2%	4.9
N#C/C(=C\c1ccccc1)C(=O)NCCN1CCOCC1	15.6%	/
CCc1nccn1CCC(=O)N1CCCC(N2CCN(c3ccccc3F)CC2)C1 (stereo not drawn)	?	/
CC(Sc1nc(N)c(NC(=O)c2ccc(Br)o2)c(=O)[nH]1)C(=O)O (stereo not drawn)	?	/
COc1ccc(NS(=O)(=O)c2ccc(C)c(NC(=O)CNC(=O)c3ccco3)c2)cc1	-5.4%[0.0737 µM]	-13.8
CCC(=O)Nc1ccccc1C(=O)OCC(=O)Nc1ccc(S(N)(=O)=O)cc1	?	/
CC(C)n1cnnc1SCC(=O)Nc1ccc(N2CCCCC2)cc1	?	/
CCn1c(C)cc(/C=C2\NC(=O)N(Cc3ccc(Cl)cc3)C2=O)c1C	7.0%	-25.8
COc1ccc(C(=O)NCCc2cc3ccc(C)c(C)c3[nH]c2=O)cc1OC	1.5%	2.5
O=C(O)c1ccccc1C(=O)Nc1ccc(S(=O)(=O)NC2CCCCC2)cc1	?	/
Cc1cc(C)cc(NC(=O)C2C3C=CC4(O3)C2C(=O)N(CCCN2CCCCC2)C4C(=O)NC2CCCCC2)c1 (stereo not drawn)	?	/

Not all compounds are listed; the hit share may differ from the screen's.
